# High-throughput results (PubChem BioAssay)
# POLK inh – DNA polymerase kappa (human) inhibition; purified Pol kappa, fluorescent DNA synthesis assay, 10 min; Potency, µM (doses to about 107 µM), without a hit: at the top dose activity, negative = inhibition, most hits filed as inhibitors; 400,000 compounds, 0.53% hits; note: % is set by controls: 0 for no effect and ±100 for the full control effect
# Target sequence (Q9UBT6 whole entry, looked up): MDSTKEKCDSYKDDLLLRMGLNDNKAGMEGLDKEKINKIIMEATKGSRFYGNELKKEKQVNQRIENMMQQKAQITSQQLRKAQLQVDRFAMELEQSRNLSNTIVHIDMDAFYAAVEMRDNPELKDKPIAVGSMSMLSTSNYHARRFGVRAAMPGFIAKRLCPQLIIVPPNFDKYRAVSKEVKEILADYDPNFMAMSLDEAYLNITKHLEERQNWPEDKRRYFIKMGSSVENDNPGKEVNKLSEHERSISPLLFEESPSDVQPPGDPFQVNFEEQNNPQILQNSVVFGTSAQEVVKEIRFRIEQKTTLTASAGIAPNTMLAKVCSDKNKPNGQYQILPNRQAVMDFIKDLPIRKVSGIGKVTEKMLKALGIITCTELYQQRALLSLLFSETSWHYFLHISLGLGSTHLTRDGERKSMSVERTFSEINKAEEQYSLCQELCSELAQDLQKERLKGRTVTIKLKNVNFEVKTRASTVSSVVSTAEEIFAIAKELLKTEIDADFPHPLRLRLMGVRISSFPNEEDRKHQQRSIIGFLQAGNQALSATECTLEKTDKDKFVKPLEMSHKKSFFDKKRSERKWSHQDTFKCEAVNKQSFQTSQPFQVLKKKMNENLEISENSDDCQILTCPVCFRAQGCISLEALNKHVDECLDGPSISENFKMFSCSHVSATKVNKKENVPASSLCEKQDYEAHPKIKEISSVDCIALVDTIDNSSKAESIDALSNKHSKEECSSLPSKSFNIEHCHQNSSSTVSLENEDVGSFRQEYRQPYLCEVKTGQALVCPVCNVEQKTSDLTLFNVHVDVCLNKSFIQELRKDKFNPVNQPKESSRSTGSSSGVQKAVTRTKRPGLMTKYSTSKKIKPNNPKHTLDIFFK
#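 10 nM Pol kappa was preincubated with compounds for 15 min at room temperature. Reaction started with 50 nM (final) substrate. Fluorescence read kinetically at 0 and 10 min.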
# Pol eta inh – DNA polymerase eta (human) inhibition; recombinant Pol eta, fluorescent DNA replication assay; Potency, µM (top dose mostly 114 µM), inactives show at the top dose activity change, negative = inhibition, hits mostly inhibitors; 390,000 compounds, 1.2% hits; AID 588591; note: % is set by controls: 0 for no effect and ±100 for the full control effect
#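 Fluorescent replication assay: 50 nM final substrate added after a 15 min room-temperature compound preincubation with 10 nM enzyme. Signal taken at 0 min and again at 10 min.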
# BAZ2B inh – inhibitors of human BAZ2B bromodomain. AID 504333. Q9UIF8. Potency, µM (doses to about 114 µM), for the others: at the top dose activity change, negative = inhibition, actives largely listed as inhibitors. 360,000 compounds, 4.4% hits. AlphaScreen BAZ2B-H3K14Ac peptide displacement; note: % is set by controls: 0 for no effect and ±100 for the full control effect; nearly all actives have a fitted effect of over 60% in size
#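 Multi-concentration screen (max 110 uM) measuring displacement of acetylated histone H3 peptide from BAZ2B by AlphaScreen, using 50 nM protein, 50 nM peptide and 10 ug/mL streptavidin donor plus Ni-chelate acceptor beads.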
# POLB inh – inhibitors of human DNA polymerase beta. P06746. Pol beta primer extension/strand displacement, fluorescence kinetic. Potency, µM (highest dose often 114 µM), inactives show top-dose activity change, negative = inhibition, hits mostly inhibitors. 340,000 compounds, 1.3% hits. AID 485314; note: % is set by controls: 0 for no effect and ±100 for the full control effect
#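 Values derive from four-parameter Hill fits of normalized kinetic data: reads at 0 and 10 min following addition of 50 nM substrate to 10 nM Pol beta preincubated 15 min with compound.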
# G9a block – inhibitors of human histone lysine methyltransferase G9a. Potency, µM (top dose mostly 102 µM), without a hit: at the top dose activity, negative = inhibition, usual class: inhibitors. 350,000 compounds, 8.8% hits. Q96KQ7. G9a H3K9 monomethylation, AlphaScreen, 2 h; note: % is set by controls: 0 for no effect and ±100 for the full control effect; nearly all actives have a fitted effect of over 75% in size
#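 Quantitative HTS format: methyltransferase activity on a biotin-tagged H3K9 peptide is measured by AlphaScreen, using a rabbit anti-monomethyl-H3K9 antibody with streptavidin donor and anti-IgG acceptor beads. Final levels are 20 nM enzyme, 500 nM peptide, 20 uM SAM; 2 h RT.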
# POLI inh – DNA polymerase iota (human) inhibition; Q9UNA4; Pol iota fluorescent replication assay, 10 min; Potency, µM (top dose mostly 115 µM), for the others: top-dose activity, negative = inhibition, actives largely listed as inhibitors; 390,000 compounds, 1% hits
#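 Fluorescent replication assay read twice, at 0 min and 10 min after adding 50 nM (final) substrate. Enzyme (10 nM) and compounds were first incubated 15 min at room temperature; enzyme-free buffer wells were negative controls.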
# APE1 inh – APE1 (human) endonuclease inhibition | 350,000 compounds, 0.35% hits | Potency, µM (series often up to 65.8 µM), for the others: top-dose activity change, negative = inhibition, usual class: inhibitors | recombinant APE1, TAMRA/BHQ-2 abasic DNA cleavage fluorescence | P27695;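 note: plate controls were vehicle for no effect and reference inhibitor for full effect; nearly all actives have a fitted effect of over 55% in size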
#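 Compound pre-exposure to 0.75 nM APE1, 15 min at ambient temperature. Reaction initiated with 50 nM TAMRA/BHQ-2 THF substrate, read immediately in kinetic mode, 525 nm excitation, 598 nm emission.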
# Apoferritin bind – binds horse apoferritin like a general anesthetic; P02791; apoferritin/1-aminoanthracene competitive binding, fluorescence; Potency, µM (top dose mostly 77.5 µM), for inactives: at the highest dose activity change, negative = displacement, actives largely listed as inhibitors; 350,000 compounds, 0.074% hits; note: % is set by controls: 0 for no effect and ±100 for the full control effect; nearly all actives have a fitted effect of over 20% in size
# Target sequence (P02791 2-175 limits assumed): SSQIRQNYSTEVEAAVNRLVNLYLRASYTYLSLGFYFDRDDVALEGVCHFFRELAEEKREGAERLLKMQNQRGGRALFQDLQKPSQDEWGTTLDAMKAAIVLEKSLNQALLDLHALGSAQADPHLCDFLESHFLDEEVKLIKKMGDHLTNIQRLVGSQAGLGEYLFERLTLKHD
#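 Steps: apoferritin (10 uM) was premixed with half-saturated 1-AMA in PBS, compounds were pin-transferred, plates stood 10 min at room temperature, fluorescence was read at 380/535 nm, and curves were fitted with a Hill equation.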
# BLM inh – blocks DNA unwinding by human BLM helicase | Potency, µM (top dose mostly 56.1 µM), without a hit: at the highest dose activity change, negative = inhibition, usual class: inhibitors | P54132 | 350,000 compounds, 0.2% hits | recombinant BLM DNA unwinding, fluorescence dequenching;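 note: plate controls were vehicle for no effect and no enzyme for full effect; nearly all actives have a fitted effect of over 35% in size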
# Active calls of the source: *; ? = inconclusive; . = not tested or not shown; & = joins results of further samples; [ ] = another dose, or the depositor's remark. Calls come from the whole dose curve; as a rule, active = well fitted curve in the direction sought with a large enough effect; inconclusive = small, poorly fitted or top-dose-only effect, or another doubt; inactive = no such curve, though single readings can be large; an effect the other way counts as inactive or inconclusive. Potency is the fitted concentration of half-maximal effect. An excerpt. The share of hits here may be higher or lower than overall.
SMILES,POLK inh,Pol eta inh,BAZ2B inh,POLB inh,G9a block,POLI inh,APE1 inh,Apoferritin bind,BLM inh
CCc1nnc(NS(=O)(=O)c2ccc(NC(=O)c3cc4ccccc4oc3=O)cc2)s1,.,.,3%,1%[57.1 µM],-17%,.,?,-3%,-4%
Cc1ccccc1C(=O)NC[C@@H]1CCCN2CCCC[C@H]12,0%,-16%,0%,0%,-5%,146%[activator],20%,-3%,-4%
COC(=O)c1ccc(C(=O)OC)c(NC(=O)C(C)C)c1,5%,-15%,-7%,-4%,1%[59 µM],-2%,10%,-10%,-5%
CC(=O)C1=C(O)C(=O)N(CCO)C1c1ccccc1 (configuration not stated),-12%,-2%,?,3%,?,-9%,1%,-3%,-3%
Cc1ccc(C(=O)N(Cc2ccccc2)C(C)(C)C)cc1C,-12%,-19%,23%,-2%,29%[59 µM],2%,-7%,?,-8%
CCCCc1ccc(-c2csc(/C(C#N)=C/c3ccc(C)o3)n2)cc1,-18%,-15%,-33%,19%,-33%,?,-2%,?,-11%
COc1ccc(S(=O)(=O)N(C)c2ccc(C(=O)N3CCCC3)cc2)cc1OC,7%,-7%,8%,11%,16%,6%,6%,2%,2%
Cc1ccc(CN(C)C(=O)CCNS(=O)(=O)c2ccccc2)o1,-7%,-16%,-4%,.,2%[0.501 µM],14%,7%,.,.
CN(C)CCc1c[nH]c2ccc(CC3COC(=O)N3)cc12 (configuration not stated),-3%[60.1 µM],.,.,.,6%[2.33 µM],.,.,-1%,-12%
Cn1cc(CN2CCc3c([nH]c4ccccc34)C2C2CCCCC2)cn1 (configuration not stated),0%,-11%,45µM*,3%,45µM*,16%,3%,?,-3%

# The list goes on; the last 3 above are carried over.
SMILES,POLK inh,Pol eta inh,BAZ2B inh,POLB inh,G9a block,POLI inh,APE1 inh,Apoferritin bind,BLM inh
Cc1ccc(CN(C)C(=O)CCNS(=O)(=O)c2ccccc2)o1,-7%,-16%,-4%,.,2%[0.501 µM],14%,7%,.,.
CN(C)CCc1c[nH]c2ccc(CC3COC(=O)N3)cc12 (configuration not stated),-3%[60.1 µM],.,.,.,6%[2.33 µM],.,.,-1%,-12%
Cn1cc(CN2CCc3c([nH]c4ccccc34)C2C2CCCCC2)cn1 (configuration not stated),0%,-11%,45µM*,3%,45µM*,16%,3%,?,-3%
Nc1c(C(=O)Nc2ccc3c(c2)OCCO3)nnn1Cc1ccc(Cl)cc1,-14%,-9%,1%,.,7%,2%,14%,.,.
CCc1ccc(NS(=O)(=O)c2c(C)noc2C)cc1,-2%,-4%,2%,-7%,5%,13%,1%,-1%,-2%
COc1ccccc1CNC(=O)CCCCn1c(=O)c2ccccc2n(Cc2ccccc2F)c1=O,7%,0%,0%,20%,-24%[59 µM],-17%,.,-10%,-5%
CCOC(=O)c1sc2nc(C)nc(N3CCCCC3C)c2c1C (configuration not stated),1%,-24%,25%,7%,58%[activator][59 µM],104%[activator],9%,-22%,-7%
O=C(Nc1cccc(Cl)c1)N1CCN(c2ncccn2)CC1,-5%,2%,2%,-13%,9%[12.7 µM],6%,3%,-12%,1%
COc1cc(-c2nc(C(N)=O)c3c(n2)n(-c2cccc(C)c2)c(=O)n3C)cc(OC)c1OC,-9%[60.1 µM],2%,5%,?,3%[59 µM],12%,.,3%,2%
CC(C)Oc1ccc(C2CNC(=O)C2)cc1 (configuration not stated),-10%,-17%,-3%,16%,10%,?,14%,-13%,0%
COCc1ccc(CN2CCCC(CCC(=O)NCc3cccc(OC)c3)C2)o1 (configuration not stated),-8%,1%,-1%,9%,10%,9%,0%,-2%,-3%
CC(=O)c1cccc(NC(=O)C2CCN(S(C)(=O)=O)CC2)c1,-3%,13%,1%,-22%,-22%[12.7 µM],15%,-5%,7%,-1%
c1ccc(N2OCC3Cn4c(nc5ccccc54)C32)cc1 (configuration not stated),11%,-4%,-3%,0%,13%[12.7 µM],-1%,20%,-10%,-6%
CCN1C(=O)c2ccccc2S(=O)c2ccc(C(=O)NCc3ccc(OC)cc3)cc21 (configuration not stated),-18%&-17%,-20%&-21%,-17%&-15%,50%&-3%[activator],-3%[59 µM],17%&-3%,-5%,5%&-7%,-2%&-5%
COCCN(C(=O)c1ccc(-c2ccc(Cl)cc2)o1)c1c(N)n(CC(C)C)c(=O)[nH]c1=O,1%,-5%,-28%,.,?,12%,-13%,.,.
COC(=O)N1CCC2(CCCN(C(=O)Nc3ccc(OC)cc3)C2)CC1,5%[60.1 µM],.,.,.,-7%[12.7 µM],.,-2%,.,1%
COc1ccc(C(=O)N2CCC(C(=O)Nc3ccccc3Cl)CC2)cc1,7%,-19%,-2%,-17%,-1%[59 µM],14%,.,-9%,-2%
CCOC(=O)c1ccc(NC(=O)CSc2nnc(COc3ccccc3)n2C)cc1,-6%,?,6%,-29%,-15%[12.7 µM],12%,-1%,-5%,-2%
COc1ccc(NC2CCCN(C(=O)CCc3scnc3C)C2)cc1 (configuration not stated),-2%,2%,-25%,28%,?,26%,16%,-3%,-2%
O=C(COC(=O)c1ccc([N+](=O)[O-])o1)NC1CCCC1,-13%,?,.,.,.,79µM*,-18%,.,.
CCCCc1cc(=O)oc2cc(OCC(=O)Nc3cccnc3)c(Cl)cc12,3%,0%,-2%,1%,2%,14%,4%,-7%,-14%
CCOCCCNC(=S)NCCNc1nc2ccc(C)cc2cc1C#N,-4%,-10%,2%,23%,?,92%[activator],21%,122%[activator],2%
Clc1ccccc1OCCn1cnc2ccccc21,-8%,-19%,11%,14%,7%[12.7 µM],6%[58.9 µM],-5%,-18%,-2%
O=C(CCCn1c(=O)c2cccn2c2cccnc21)Nc1ccccc1C(F)(F)F,-6%,4%,-9%,23%,-6%[59 µM],-14%,.,5%,-9%
Cc1ccc(C)c(NS(=O)(=O)c2ccc3c(c2)n(C)c(=O)n3C)c1,-1%[60.1 µM],-8%,3%,-1%,2%[59 µM],4%,.,-2%,-8%
CCOC(=O)CSc1nc2cc3c(cc2cc1C#N)OCO3,-8%,-3%,.,6%,14%[59 µM],?,1%,-4%,-11%
Cc1ccc2[nH]c(=O)c(CN(CCCN(C)C)C(=O)Nc3ccc(Cl)cc3)cc2c1,1%,-22%,-2%,-12%,-30%[59 µM],32%[activator],-1%,-18%,-2%
Nn1c(SCC(=O)NNC(=O)c2ccccc2)nnc1-c1ccccc1F,-13%,-9%,-5%,.,?,77%[activator],0%,.,.
CCCCC(=O)Nc1ccc(Br)cn1,-8%,-7%,-3%,25%,12%[12.7 µM],12%,2%,-12%,1%
COc1cccc(CN2C(=O)c3cccc(N)c3C2=O)c1,-19%,-10%,129%[activator],?,151%[activator][59 µM],6%,-1%,.,-3%
Cc1nnc2n(Cc3ccccc3)c(=O)c3c4c(sc3n12)COC(C)(C)C4,0%,0%,1%,1%,14%,-34%,-4%,?,-5%
O=C(CSc1nnc2scc(-c3ccccc3)n12)Nc1ccc2c(c1)OCCO2,-23%,-9%,-6%,9%,-12%[59 µM],-13%,-3%,-11%,1%
O=C(Nc1ccc(Br)cc1)c1ccccc1Br,-7%,-5%,3%,-32%,?,-2%,-13%,-14%,-1%

# G9a block: hit marks shown above
canonical_smiles | POLK inh | Pol eta inh | BAZ2B inh | G9a block | POLI inh | APE1 inh | Apoferritin bind | BLM inh
Cn1cc(CN2CCc3c([nH]c4ccccc34)C2C2CCCCC2)cn1 (configuration not stated) | 0% | -11% | 45µM* | 45µM* | 16% | 3% | ? | -3%

# Quoted at random: 2 records from the list
SMILES,POLK inh,Pol eta inh,BAZ2B inh,POLB inh,G9a block,POLI inh,APE1 inh,Apoferritin bind,BLM inh
O=C(CCCn1c(=O)c2cccn2c2cccnc21)Nc1ccccc1C(F)(F)F,-6%,4%,-9%,23%,-6%[59 µM],-14%,.,5%,-9%
Nn1c(SCC(=O)NNC(=O)c2ccccc2)nnc1-c1ccccc1F,-13%,-9%,-5%,.,?,77%[activator],0%,.,.

# Further records follow:
SMILES,POLK inh,Pol eta inh,BAZ2B inh,POLB inh,G9a block,POLI inh,APE1 inh,Apoferritin bind,BLM inh
CC(C)(C)c1ccc(-c2cnco2)cc1,7%,-22%,-11%,26%,-2%,5%,-3%,-4%,-1%
COc1ccc(-c2nc3ccccc3o2)cc1NC(=O)c1cc([N+](=O)[O-])ccc1N1CCOCC1,2%,-17%,-23%,0%,3%[59 µM],?,.,-2%,-5%
CCN1CCN(S(=O)(=O)c2c(C)[nH]c(C)c2C(=O)N2CCCCC2)CC1,-10%,-8%,-11%[57.1 µM],2%,-8%,32%[activator],78%[activator],8%,0%
O=C(/C=C/c1ccc2ccccc2n1)N1CCN(c2ccccc2)CC1,-18%,-13%,?,?,?,?,4%,-16%,-10%
COC(=O)[C@@H](NC(=O)O[C@@H]1C(=O)c2ccc(OC)cc2O[C@H]1c1cccc(C(F)(F)F)c1)C(C)C,.,.,0%,-24%,-5%,.,-2%&-1%,-9%,-5%&-9%
Nc1nc(-c2ccccc2)cc(C(F)(F)F)n1,-8%,-13%,4%,2%,-5%,-6%,-3%,-13%,-5%
CCOC(=O)N1CCc2c(sc3c2C(=O)NC(c2cc(OC)c(OC)c(OC)c2)N3)C1 (configuration not stated),0%,-15%,?,5%,?,19%,.,-2%,1%
O=S(=O)(Nc1ccc(-c2ccc3nncn3n2)cc1)c1ccc(Cl)s1,3%,?,9%,.,?,18%,5%,.,.
COc1ccc(C2C3=C(CCCC3=O)Nc3c(-c4ccccc4)c(C)nn32)cc1 (configuration not stated),9%,-17%,8%,0%,.,14%,-3%,10%,-2%
COc1cc2c(cc1OC)N1C(=O)CC(OCC(=O)O)C3C4CC5(CCN5C(=O)C4=O)C2C31 (configuration not stated),1%,-9%,-34%,-1%,?,-9%,8%,?,-1%
CC(=O)c1cccc(NC(=O)CCC(=O)c2ccc(F)cc2)c1,-3%,8%,-13%,-18%,2%,-3%,66%[activator],-5%,2%
CCOC(=O)C1(CCOc2ccccc2)CCN(Cc2ccc(C)o2)CC1,1%,-16%,-13%,1%,?,114%[activator],-2%,-17%,6%
O=C(NC(=S)Nc1ccccc1C(=O)O)c1ccc(-c2ccc(Br)cc2)o1,?,?,45µM*,?,22µM*,?,74%[activator],-19%,-2%
Cc1cccc(NS(=O)(=O)c2ccc(Br)s2)n1,-7%,-12%,-8%,-11%,?,6%[58.9 µM],-4%,-21%,-3%
